esBAF inh: blocks esBAF chromatin remodeling in mouse ES cells | hit rate 2% among 350,000 | Bmi1-luciferase knock-in reporter, 24 h; 100% = twice the neutral-well signal | AID 602393 | reporter increase, % at 12.5 µM; in the data active = activation above about 40%; inconclusive = no clear call, values can overlap the other calls;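 also: 0% = median of the plate's neutral control wells and 100% = double that signal; a rise in the Bmi1 reporter signal indicates esBAF inhibition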
EWS-Fli block: inhibitors of EWS/Fli oncoprotein transcriptional activity. A673 NR0B1-luciferase reporter, viability-normalised. inhibition, % at 12.6 µM. hit rate 0.67% among 350,000. AID 651661;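 active = mean inhibition of at least 50% after viability correction, with every replicate also passing that limit; inconclusive = mean reaches 50% but only one of two replicates passes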;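 also: firefly luciferase signal divided by Alamar Blue viability fluorescence both relative to DMSO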
RAD54 inh: RAD54 (human) branch migration inhibition; AID 602329; inhibition, % at 10.4 µM; RAD54 Holliday junction branch migration, FAM/BHQ fluorescence; hit rate 0.14% among 360,000; Q92698;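 active = mean normalized replicate activity at least 40 and at least half of replicates scoring 40 or more; inconclusive = only one of the two criteria met; inactive = mean below 40 and under half of replicates reaching 40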;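 also: 0% = median of neutral control wells and 100% = median of positive control wells; inhibitors cause a drop in the FAM fluorescence signal; in these data hits start at about 50%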
Target sequence (Q92698 whole entry, looked up): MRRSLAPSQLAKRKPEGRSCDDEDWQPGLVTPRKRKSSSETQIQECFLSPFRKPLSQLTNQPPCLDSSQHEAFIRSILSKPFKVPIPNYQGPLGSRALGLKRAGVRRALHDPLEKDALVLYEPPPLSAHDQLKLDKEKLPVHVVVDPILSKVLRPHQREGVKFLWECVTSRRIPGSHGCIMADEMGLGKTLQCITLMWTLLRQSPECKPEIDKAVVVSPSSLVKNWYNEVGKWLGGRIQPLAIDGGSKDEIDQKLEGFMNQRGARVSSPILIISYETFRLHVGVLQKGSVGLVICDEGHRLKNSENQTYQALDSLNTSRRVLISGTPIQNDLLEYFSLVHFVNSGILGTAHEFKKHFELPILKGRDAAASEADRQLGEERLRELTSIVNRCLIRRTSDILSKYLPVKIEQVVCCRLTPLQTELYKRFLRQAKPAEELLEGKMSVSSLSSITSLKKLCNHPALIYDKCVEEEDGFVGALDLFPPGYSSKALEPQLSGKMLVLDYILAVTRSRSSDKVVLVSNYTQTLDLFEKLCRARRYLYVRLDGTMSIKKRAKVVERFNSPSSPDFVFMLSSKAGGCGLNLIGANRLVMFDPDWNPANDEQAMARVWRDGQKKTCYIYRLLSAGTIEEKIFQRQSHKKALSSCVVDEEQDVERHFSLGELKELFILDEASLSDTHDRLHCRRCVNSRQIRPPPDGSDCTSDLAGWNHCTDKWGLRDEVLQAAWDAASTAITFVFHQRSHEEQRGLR
FN deposition inh: fibronectin deposition inhibition; AH1F fibroblasts, Alexa488-fibronectin deposition fluorescence, overnight; inhibition, % at 12.6 µM; hit rate 0.086% among 350,000; AID 743247;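 active = mean inhibition across replicates of 30% or more, regardless of how many single replicates reach that level; inconclusive = mean under 30% yet at least half of replicates reach 30%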;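 also: positive control wells lacked labelled fibronectin entirely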
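Assay system: AH1F fibroblast monolayer, labelled fibronectin deposition. Amount: 10000 cells per well. Also added: labelled fibronectin 24 nM. Compound: single-point pinned compound. Incubation: cell attachment 1 h, compound and FN exposure overnight. Detection: fluorescence after three HBSS washes, excitation 485 nm, emission 525 nm. Read-out: inhibition of fibronectin deposition signal.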
S100A4 MyoIIA: S100A4-myosin IIA interaction inhibition; P26447; S100A4/TAMRA-MyoIIA peptide fluorescence polarization; inhibition, % at 10.7 µM; hit rate 0.14% among 360,000; AID 652163;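 active = mean inhibition of at least 70% across replicates, with every replicate also reaching that level; inconclusive = mean inhibition reaches 70% but some replicates fall short; inactive = mean inhibition below 70%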
Target sequence (P26447 whole entry, looked up): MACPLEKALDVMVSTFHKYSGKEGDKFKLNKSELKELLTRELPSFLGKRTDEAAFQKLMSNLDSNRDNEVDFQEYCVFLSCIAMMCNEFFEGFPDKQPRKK
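Test system: S100A4 monomer protein; Medium: HEPES pH 7.2 with CaCl2, KCl, NaCl, DTT, Triton; Probe or stimulus: TAMRA-labelled myosin IIA heavy-chain peptide probe, 5 nM; Doses: one dose per compound; Times: polarization read 5 min after assay mix addition, stable 5–60 min; Benchmarks: neutral control DMSO, positive control TFP.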
RAD52 inh: inhibitors of human RAD52 DNA annealing; P43351; AID 651710; inhibition, % at 18.7 µM; recombinant RAD52 DNA annealing, FRET fluorescence; hit rate 0.46% among 360,000;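 active = every replicate showing at least 50% inhibition; inconclusive = mean inhibition at least 50% but not in every replicate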
E-selectin induc: induces E-selectin expression in human endothelial cells; P16581; HUVEC E-selectin immunofluorescence imaging; normalized: neutral wells 0, TNF-alpha wells 100; activation, % at 7.58 µM; hit rate 0.37% among 260,000; AID 686992;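 active = mean E-selectin-positive cell signal at least 10% of the positive control, reached in at least 60% of replicates, without over 20% cell loss; inconclusive = no rule given, readout overlaps actives, possibly toxicity-flagged; inactive = the rest, including those meeting only one limit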;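 also: in these data hits start at about 27%; measured in HUVEC primary endothelial cells; signal is the percent of cells scored E-selectin positive by PE staining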
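material = human umbilical vein endothelial cells (HUVEC), E-selectin induction | quantity = 3,000 cells/well | medium = EGM-2 growth medium on 0.1% gelatin-coated wells | technique = immunofluorescence imaging | read-out basis = % PE-positive cells | control set = TNF-alpha positive control, DMSO neutral control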
XiGFP reactiv: activators of X-chromosome reactivation in mouse fibroblasts | hit rate 0.055% among 360,000 | XiGFP mouse fibroblasts, % GFP-positive cells imaging, 3 d; cells co-treated with 5-aza-dC sensitizer; scaled so ellipticine positive control = 100% | activation, % at 7.58 µM | AID 743238;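 active = mean normalized replicate activation at least 10% and every replicate at or above 10%; inconclusive = only one of the two criteria met; inactive = mean below 10% and not all replicates reach 10%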;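 also: 0% = median of on-plate neutral control wells and 100% = ellipticine 6 µM median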
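Assay system – SV40-immortalized XiGFP fibroblast cells, line 68-5-11 · Buffer or medium – DMEM supplemented with 5-aza-dC as sensitizing agent · Dosing – one concentration, pinned · Benchmarks – positive control ellipticine, 6 µM final · Times – 3 days compound exposure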
An asterisk follows results filed as active; ? = inconclusive; · = no result given. Compounds were not picked by outcome; overall some 3% were active at least once.

The first 2 compounds, to show the layout:
nr | compound | esBAF inh | EWS-Fli block | RAD54 inh | FN deposition inh | S100A4 MyoIIA | RAD52 inh | E-selectin induc | XiGFP reactiv
1 | Cc1nc([N+](=O)[O-])cn1CC(O)c1ccc(Cl)cc1 (stereo not given) | · | 4 | -5 | -15 | 1 | -6 | 14 | 0.1
2 | COc1cccc(/C=N/n2c(-c3cc(C)[nH]n3)n[nH]c2=S)c1 | · | 9 | · | 3 | 4 | -9 | · | 0.1

Main list, repeating the preview:
nr | compound | esBAF inh | EWS-Fli block | RAD54 inh | FN deposition inh | S100A4 MyoIIA | RAD52 inh | E-selectin induc | XiGFP reactiv
1 | Cc1nc([N+](=O)[O-])cn1CC(O)c1ccc(Cl)cc1 (stereo not given) | · | 4 | -5 | -15 | 1 | -6 | 14 | 0.1
2 | COc1cccc(/C=N/n2c(-c3cc(C)[nH]n3)n[nH]c2=S)c1 | · | 9 | · | 3 | 4 | -9 | · | 0.1
3 | CCCCN1C(=O)C2Cc3c([nH]c4ccccc34)CN2C1=S (stereo not given) | · | -3 | · | -11 | -3 | -206 | -1.4 | 0.2
4 | CC[C@H](C)C(=O)O[C@H]1CCC=C2C=C[C@H](C)[C@H](CC[C@@H]3C[C@@H](O)CC(=O)O3)[C@H]21 | -51 | 8 | -1 | 7 | 0 | -16 | 0.0 | -0.1
5 | CCCCc1nnc(NC(=O)C23CC4CC(CC(NC(C)=O)(C4)C2)C3)s1 | 5 | -6 | 10 | 3 | -9 | 8 | -0.1 | -0.1
6 | O=C(NNC(=O)c1cc([N+](=O)[O-])ccc1Cl)c1cccs1 | · | -1 | · | 0 | -1 | -2 | · | 0.0
7 | Cc1c(-c2ccc(Br)cc2)nc2ccccn12 | · | -90 | · | -2 | -4 | -17 | · | -0.1
8 | OC(CN1CCCCC1)c1ccc2c3c(cccc13)CC2 (stereo not given) | · | -17 | 18 | 10 | -5 | -7 | -0.1 | 0.2
9 | COCC(=O)Nc1ccc2c(c1)OCO2 | · | -6 | · | -3 | -3 | -6 | 0.7 | -0.1
10 | COc1ccc(C#Cc2ccc3c(c2)[C@]2(C(=O)N3)[C@H](c3ccc(OCCO)cc3)N3[C@H](c4ccccc4)[C@H](c4ccccc4)OC(=O)[C@H]3[C@@H]2C(=O)N2CCN(c3ncccn3)CC2)cc1 | · | -12 | 3 | · | -2 | 2 | · | ·
11 | O=C(CC(SCCO)c1ccc([N+](=O)[O-])cc1)c1ccco1 (stereo not given) | 6 | -2 | -1 | -13 | 1 | -1 | -0.1 | 0.0
12 | Cc1ccc(S(=O)(=O)N(C)C[C@H]2Oc3ccc(NS(=O)(=O)c4ccc(Cl)cc4)cc3CC(=O)N([C@H](C)CO)C[C@@H]2C)cc1 | 10 | 15 | -6 | · | 10 | 4 | -0.5 | -0.8
13 | NC(c1ccccc1)c1ccncc1 (stereo not given) | 0 | 1 | -9 | -2 | -2 | -7 | · | 0.0
14 | O=C([C@@H]1[C@@H](CO)[C@@H]2Cn3c(ccc(-c4cccnc4)c3=O)[C@H]1N2CCC(F)(F)F)N1CCCCC1 | -3 | 1 | 3 | · | -8 | 8 | 0.0 | 0.0
15 | CCOc1ccc(N(C)S(=O)(=O)c2ccc(C)c(C(=O)NCc3cccs3)c2)cc1 | -8 | -1 | -6 | -9 | 0 | -14 | 2.2 | 0.3
16 | Cc1ccc(N2C(=O)N(CC(=O)Nc3ccc(C)cc3C)C(=O)C2C)cc1 (stereo not given) | · | -12 | · | -1 | 3 | -6 | · | 0.0
17 | CCC(C)NC(=O)c1cccc(OCc2c(C)noc2C)c1 (stereo not given) | · | 8 | · | 2 | 3 | -12 | · | -0.1
18 | CCN(c1cccc2ccccc12)S(=O)(=O)c1ccc(Cl)nc1 | · | 12 | 4 | 6 | 0 | -4 | · | 0.1
19 | CCCCCCOc1ccc(C(CC(=O)NC)C(=O)O)cc1 (stereo not given) | 0 | 2 | -6 | · | -1 | -17 | · | 0.0
20 | Cc1nn(C)c(Nc2ccc(Br)cc2)c1Br | · | 8 | · | · | -5 | 3 | · | 0.1
21 | CN(C(=O)C1CCCCC1)C1CCS(=O)(=O)C1 (stereo not given) | 0 | -6 | -15 | -3 | -2 | 2 | -1.5 | 0.2
22 | CCCN(C(=O)CSCC(=O)Nc1ccc(OC)cc1)c1c(N)n(Cc2ccccc2)c(=O)[nH]c1=O | 3 | -6 | -2 | 2 | -6 | -11 | 7.5 | 0.5
23 | C=CCN1C(=O)C(CC(=O)O)S/C1=N/N=C/c1ccc(N(CC)CC)cc1 (stereo not given) | 4 | 7 | 1 | -5 | 5 | -40 | 1.7 | 0.2
24 | CCOC(=O)c1ccc(OCCOc2ccccc2C)cc1 | 4 | 2 | -4 | 0 | 1 | 5 | · | 0.0
25 | CCCN1CCc2[nH]c(=S)[nH]c(=O)c2C1 | · | -10 | · | -3 | -1 | -19 | · | 0.0
26 | CCOc1cccc(/C=C/c2ccc3cccc(O)c3n2)c1O | 87* | -86 | 9 | 12 | 0 | -13 | · | 0.5
27 | CO[C@@H]1CN(C)C(=O)c2ccc(NC(=O)C3CCC3)cc2OC[C@@H](C)N(C(=O)CN(C)C)C[C@H]1C | · | · | · | · | -7 | -5 | 0.0 | -0.2
28 | Cc1cccc(CNC(=O)C2CCC(=O)N(Cc3ccccc3F)C2)n1 (stereo not given) | · | 3 | -10 | 10 | 1 | -3 | -0.3 | 0.0
29 | O=C1CC(SCCO)C(=O)N1c1ccccc1 (stereo not given) | 6 | -4 | 8 | · | 2 | -2 | · | ·
30 | CC(C)NC(=O)Nc1cccc2c1O[C@H](CN(C)Cc1ccc(C(F)(F)F)cc1)[C@H](C)CN([C@H](C)CO)C2=O | -3 | -9 | -20 | · | -7 | 6 | 22 | -0.2
31 | CC1C(=O)N(Cc2cn(Cc3ccco3)nn2)CCS(=O)(=O)N1Cc1ccc(-c2cccc(CO)c2)cc1 (stereo not given) | 5 | -6 | 2 | 12 | -4 | -15 | -0.1 | 0.7
32 | O=C(NN1C(=O)c2ccccc2C1=O)C1CC2CCC1C2 (stereo not given) | -8 | -2 | · | -5 | -5 | -10 | -0.1 | -0.1
33 | CC(C)CC(N)c1csc(NC(=O)c2cc(C(C)(C)C)nn2Cc2ccccc2)n1 (stereo not given) | -22 | ? | -8 | -13 | -5 | -13 | 0.2 | 0.7
34 | O=C(NC1=NCCS1)C1CC(=O)N(c2ccc(Cl)cc2)C1 (stereo not given) | -5 | 7 | 4 | 1 | -3 | -19 | · | 0.0
35 | CCCn1c(SCC(=O)Nc2ccc(NC(=O)CC)cc2)nc2c1c(=O)n(C)c(=O)n2C | -7 | -1 | 7 | 4 | 6 | -7 | · | 0.4
36 | C[C@H]1CN([C@@H](C)CO)S(=O)(=O)c2ccc(C3=CCCC3)cc2O[C@@H]1CN(C)Cc1ccncc1 | -5 | 16 | 2 | -2 | 0 | -10 | 0.1 | -0.3
37 | O=C(Cc1ccc(F)cc1)N[C@@H]1c2ccccc2CC[C@H]1OCc1ccccc1 | -3 | 13 | 7 | 1 | -4 | -9 | · | 0.1
38 | CC(=O)N(C)C[C@H]1Oc2cc(C#CCC3CCCC3)ccc2S(=O)(=O)N([C@H](C)CO)C[C@H]1C | 5 | 13 | -5 | 18 | 8 | 13 | -0.1 | 0.3
39 | COCCN(C(=O)c1ccc(OC2CCN(S(=O)(=O)N(C)C)CC2)cc1)C(C)C | 4 | -12 | 4 | -4 | 4 | 2 | -0.1 | 0.0
40 | O=C(Nc1ccccc1)c1cc(C2CCCCN2C(=O)OCc2ccccc2)on1 (stereo not given) | 8 | 7 | -4 | 6 | 0 | -2 | -0.1 | -0.1

Ordered by formula weight (falling): some entries from above
nr | compound | esBAF inh | EWS-Fli block | RAD54 inh | FN deposition inh | S100A4 MyoIIA | RAD52 inh | E-selectin induc | XiGFP reactiv
39 | COCCN(C(=O)c1ccc(OC2CCN(S(=O)(=O)N(C)C)CC2)cc1)C(C)C | 4 | -12 | 4 | -4 | 4 | 2 | -0.1 | 0.0
24 | CCOC(=O)c1ccc(OCCOc2ccccc2C)cc1 | 4 | 2 | -4 | 0 | 1 | 5 | · | 0.0
21 | CN(C(=O)C1CCCCC1)C1CCS(=O)(=O)C1 (stereo not given) | 0 | -6 | -15 | -3 | -2 | 2 | -1.5 | 0.2
25 | CCCN1CCc2[nH]c(=S)[nH]c(=O)c2C1 | · | -10 | · | -3 | -1 | -19 | · | 0.0

Carrying on.
nr | compound | esBAF inh | EWS-Fli block | RAD54 inh | FN deposition inh | S100A4 MyoIIA | RAD52 inh | E-selectin induc | XiGFP reactiv
41 | Cc1ccccc1C(=O)Nc1ccc2c(c1)nc(CCNC(=O)c1ccco1)n2C | 22 | -23 | -11 | 3 | -3 | -4 | · | 0.0
42 | Cc1ccc(Cn2cc(C(=O)NN)c(=O)c3ccc(F)cc32)cc1 | 5 | 21 | -11 | -4 | 0 | -7 | · | 0.1
43 | Cc1nnc2ccc(-c3ccc(NC(=O)c4ccco4)cc3)nn12 | · | -7 | · | -6 | 6 | -27 | · | -0.1
44 | CC(C)c1csc(CN2CCC(CO)(Cc3ccccc3)CC2)n1 | · | -18 | · | -11 | 2 | -17 | · | 0.0
45 | CCCS(=O)(=O)N1CCN=C1SCc1cccc2ccccc12 | · | -1 | · | -9 | 3 | -5 | · | 0.0
46 | CC(C(=O)Nc1cccc(Br)c1)c1ccc([N+](=O)[O-])cc1 (stereo not given) | · | 4 | · | -8 | 3 | -7 | · | 0.0
47 | COc1ccc(NC(=S)N2CCN(Cc3ccc(C)cc3)CC2)cc1 | · | 1 | · | 4 | 0 | 6 | 1.7 | 0.0
48 | O=C(C[C@@H]1CC[C@@H]2[C@H](COC[C@@H](O)CN2Cc2ccc(Cl)cc2)O1)NCCc1ccccc1 | 7 | 8 | 10 | -8 | -3 | 9 | 0.0 | 0.3
49 | COc1ccc(CNC(=O)c2ccc(Cn3nc(C)c([N+](=O)[O-])c3C)o2)cc1 | · | 1 | · | -2 | -1 | -10 | 1.8 | 0.0
50 | COc1cccc(NS(=O)(=O)c2c(C(=O)N3CCCCCC3)c(C)n(C)c2C)c1 | -5 | -3 | -12 | -13 | -22 | -3 | · | 0.1
51 | COc1ccc(CNc2ncnc3ccccc23)cc1 | -12 | 39 | 5 | 4 | 1 | -6 | -0.2 | 0.3
52 | CC(C)(C)NC(=O)COC(=O)CCC(=O)c1ccc(F)cc1 | · | 2 | · | -4 | 11 | -15 | 11 | 0.1

From PubChem
